PTPN22 act: increases human PTPN22 phosphatase activity; 96,000 compounds, 0.11% hits; AID 697; Q9Y2R2; activation, % at 2 µM; recombinant LYP, DiFMUP fluorescence; 0 = plate median, 100 = signal doubled;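 active = activation at 2 µM above a set limit, the mean plus 5 SD, cut at about 37% in these data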
sEH inhibitor: blocks human soluble epoxide hydrolase activity | P34913 | recombinant human sEH enzymatic activity assay | inhibition, % at 2 µM | 91,000 compounds, 0.34% hits; in the data active = inhibition above about 80%; also: values of inactives mirror those of a sister screen read the other way; many of its hits are not listed in these tables
Target sequence (P34913 whole entry, looked up): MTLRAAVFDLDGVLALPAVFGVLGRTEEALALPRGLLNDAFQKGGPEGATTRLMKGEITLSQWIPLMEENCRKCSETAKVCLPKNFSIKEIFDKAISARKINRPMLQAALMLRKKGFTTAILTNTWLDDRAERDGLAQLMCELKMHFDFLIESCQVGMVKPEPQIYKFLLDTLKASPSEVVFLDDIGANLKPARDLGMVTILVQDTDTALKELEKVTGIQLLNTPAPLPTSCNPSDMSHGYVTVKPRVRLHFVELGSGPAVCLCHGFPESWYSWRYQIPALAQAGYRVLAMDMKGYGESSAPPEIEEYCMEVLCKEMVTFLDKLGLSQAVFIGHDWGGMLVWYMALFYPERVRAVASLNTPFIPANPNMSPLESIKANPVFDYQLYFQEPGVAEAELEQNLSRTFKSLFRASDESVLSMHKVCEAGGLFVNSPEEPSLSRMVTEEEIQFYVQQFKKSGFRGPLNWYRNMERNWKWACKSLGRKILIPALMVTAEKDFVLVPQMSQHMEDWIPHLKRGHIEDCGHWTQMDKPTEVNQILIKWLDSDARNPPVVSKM
sEH activator: soluble epoxide hydrolase (human) activation. P34913. purified human sEH enzymatic activity, activator screen. activation, % at 2 µM. 91,000 compounds, 0.04% hits. AID 717; in the data active = activation above about 37%; also: values of inactives mirror those of a sister screen read the other way
PostGolgi ctrl: inhibits growth of the yeast control strain; efflux-deficient yeast background strain, growth absorbance A615, 16 h; inhibition, % at 10 µM; 98,000 compounds, 5% hits; AID 738; in the data active = inhibition above about 30%
H69AR growth 86K: growth inhibitors of human H69AR lung tumor cells. H69AR lung tumor viability, ATP luminescence, 72 h; active compounds read low. viability, % at 10 µM. 85,000 compounds, 6% hits. AID 598;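 active = viability at or below 40%; inactive = viability above 40%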;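 also: multidrug resistant small cell line overexpressing MRP-1 efflux transporter; 100% = mean luminescence of untreated control wells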
S1P2 ag: agonists of human S1P2 receptor. S1P2-expressing cell line, agonist reporter read-out. activation, % at 4.5 µM. O95136. 97,000 compounds, 0.46% hits; in the data active = activation above about 16%;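 also: 0% = vehicle low control and 100% = maximal reference agonist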
Target sequence (O95136 whole entry, looked up): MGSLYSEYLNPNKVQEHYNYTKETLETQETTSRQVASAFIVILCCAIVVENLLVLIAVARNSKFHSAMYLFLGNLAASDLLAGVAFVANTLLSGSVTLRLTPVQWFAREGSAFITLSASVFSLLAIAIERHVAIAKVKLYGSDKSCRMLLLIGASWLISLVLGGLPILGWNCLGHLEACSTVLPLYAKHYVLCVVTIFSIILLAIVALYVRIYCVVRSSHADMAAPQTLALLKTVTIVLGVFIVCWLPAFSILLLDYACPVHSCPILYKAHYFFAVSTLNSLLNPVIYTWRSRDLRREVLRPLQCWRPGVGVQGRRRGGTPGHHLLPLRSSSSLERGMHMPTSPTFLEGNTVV
HUVEC prolif 384: human endothelial cell proliferation inhibition; HUVEC proliferation, CellTiter-Glo luminescence, 72 h; active compounds read low; 86,000 compounds, 1.1% hits; AID 648; viability, % at 10 µM (by protocol);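 active = viability at or below 30%; inactive = viability above 30%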;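 also: 100% = median luminescence of DMSO-only cell control wells on each plate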
S1P2 antag: antagonists of human S1P2 receptor; 97,000 compounds, 0.21% hits; cell-based S1P2 antagonist assay, inhibition at 5 uM; inhibition, % at 5 µM; AID 736; O95136; in the data active = inhibition above about 45%;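 also: CRE beta-lactamase reporter cells expressing human S1P2 stimulated with S1P; 0% = agonist at EC80 alone and 100% = agonist plus reference antagonist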
Fibroblast inh: blocks proliferation of human lung fibroblasts; LL 47 human lung fibroblast viability, ATP luminescence; active compounds read low; viability, % at 10 µM; 85,000 compounds, 1.1% hits; AID 719;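 active = viability at or below 50% in the single dose screen; inactive = viability above 50%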;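 also: compound exposure lasted 72 h before the ATP readout; 100% = median luminescence of untreated cell-only wells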
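test system = LL 47 human lung fibroblasts | amount = 1,150 fibroblasts seeded per well | medium = 15% FBS in IMEM | times = overnight cell rest, 72 h compound treatment at 37 °C | measured by = CellTiter-Glo luminescence measuring cellular ATP | read-out = viability percentage against median untreated-cell control | benchmarks = cell-only wells, no compound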
Active calls of the source: *; . = not tested or not shown. Some of the compounds tested, so the mix of outcomes need not match the whole.

The opening nine entries as a preview:
molecule	PTPN22 act	HUVEC prolif 384	Fibroblast inh	S1P2 antag	H69AR growth 86K	sEH inhibitor	PostGolgi ctrl	S1P2 ag	sEH activator
COc1ccc(N2CCN(C(=O)Nc3ccc(S(=O)(=O)N(C)C)cc3)CC2)cc1	-7	.	.	7	.	58	-10	-7	-57
CCn1c(CNC(C)=O)nnc1SCC(=O)c1ccc(Br)cc1	-3	97	100	-23	76	8	-5	-3	-6
C=C(C)CN(CC)C(=O)COc1ccc(S(=O)(=O)Nc2ccc(OC)cc2)cc1	0	.	.	-25	.	-2	-3	-2	1
Cc1ccc(-c2csc3nnc(SCC(=O)NCc4ccc5c(c4)OCO5)n23)cc1	-7	82	98	-3	69	10	25	-5	-12
CCCCn1nc2cc(C(=O)NCc3ccccc3)ccc2c1OCC	9	.	.	-1	.	6	13	-4	-3
O=C(OCC(=O)N(C1CCCCC1)C1CCCCC1)c1ccco1	5	94	93	-13	81	-2	8	0	2
O=C1CCCN1c1ccc(S(=O)(=O)Oc2cccc(Cl)c2)cc1[N+](=O)[O-]	11	.	.	9	.	-9	10	-4	11
O=C1COc2ccc(C(=O)NCc3ccc4c(c3)OCO4)cc2N1	4	91	106	-3	104	32	22	-3	-35
COc1cc2c(cc1OC)C1=NC(=O)CN1C(SCc1ccc(C)cc1)=N2	-2	.	.	-7	.	-16	10	-4	19

Main list, from the first entry:
molecule	PTPN22 act	HUVEC prolif 384	Fibroblast inh	S1P2 antag	H69AR growth 86K	sEH inhibitor	PostGolgi ctrl	S1P2 ag	sEH activator
COc1ccc(N2CCN(C(=O)Nc3ccc(S(=O)(=O)N(C)C)cc3)CC2)cc1	-7	.	.	7	.	58	-10	-7	-57
CCn1c(CNC(C)=O)nnc1SCC(=O)c1ccc(Br)cc1	-3	97	100	-23	76	8	-5	-3	-6
C=C(C)CN(CC)C(=O)COc1ccc(S(=O)(=O)Nc2ccc(OC)cc2)cc1	0	.	.	-25	.	-2	-3	-2	1
Cc1ccc(-c2csc3nnc(SCC(=O)NCc4ccc5c(c4)OCO5)n23)cc1	-7	82	98	-3	69	10	25	-5	-12
CCCCn1nc2cc(C(=O)NCc3ccccc3)ccc2c1OCC	9	.	.	-1	.	6	13	-4	-3
O=C(OCC(=O)N(C1CCCCC1)C1CCCCC1)c1ccco1	5	94	93	-13	81	-2	8	0	2
O=C1CCCN1c1ccc(S(=O)(=O)Oc2cccc(Cl)c2)cc1[N+](=O)[O-]	11	.	.	9	.	-9	10	-4	11
O=C1COc2ccc(C(=O)NCc3ccc4c(c3)OCO4)cc2N1	4	91	106	-3	104	32	22	-3	-35
COc1cc2c(cc1OC)C1=NC(=O)CN1C(SCc1ccc(C)cc1)=N2	-2	.	.	-7	.	-16	10	-4	19
CC(C)CCn1nnnc1C(c1ccccc1F)N1CCC(C(N)=O)CC1 (configuration not stated)	.	89	102	.	104	.	13	.	.
CSc1ccc(C(=S)N2CCN(C(c3ccccc3)c3ccccc3)CC2)cc1	8	98	90	-3	87	-14	16	-1	14
CC(=O)/C=C(\C)Nc1ccc(-c2cnc(-c3ccccc3)o2)cc1	-4	86	92	12	67	.	5	-6	.
COc1cc(NC(=O)c2cccs2)c(C(=O)OCC(=O)NCc2ccccc2)cc1OC	2	19*	88	-2	6.7*	10	-1	-6	-10
CCOC(=O)CCS(=O)(=O)c1nc(-c2ccccc2)cc(C(F)(F)F)n1	-3	28*	3.0*	-11	0.8*	-15	73*	0	15
CCOC(=O)C1=C(c2ccccc2)N=C2SCC(=O)N2C1c1cccc(OC)c1 (configuration not stated)	3	109	108	1	97	7	10	-2	-5
COc1cccc(N2CCN(C(=O)NC3CCCCC3)CC2)c1	-7	103	92	-3	90	23	0	-4	-19
CCC1(O)CC(C(=O)OC)=NN1C(=O)c1ccccc1 (configuration not stated)	0	105	111	-17	94	-6	-2	-3	2
COc1ccc(NC(C)=O)cc1NC(=O)CSc1nnc(-c2ccccn2)n1C	0	92	101	20	78	1	-5	-5	-3
CCn1c(N)c(C(=O)NC)sc1=S	.	95	97	.	20*	.	1	.	.
CC1(C)OC(=O)C(=CNc2ccccc2)C(=O)O1	10	85	92	3	105	-3	.	-6	2
CCc1cc2c(=O)nc3n(c2s1)Cc1ccccc1/C3=C(/O)c1cccc([N+](=O)[O-])c1	-12	.	.	10	.	1	16	-3	1
Cn1c(=O)c2c(nc(SCC(=O)NCc3ccc4c(c3)OCO4)n2Cc2ccc(Cl)cc2)n(C)c1=O	-1	90	100	-3	66	-15	.	-4	17
COc1ccc(N2C(=O)C3C4C=CC(C4)C3C2=O)c(OC)c1 (configuration not stated)	-2	91	103	8	.	-14	2	-8	15
S=c1[nH]nc(Cc2ccccc2)n1-c1ccccc1	5	77	.	17	64	-3	-2	-5	1
COc1ccc(N(CC(=O)N/N=C/c2cccs2)S(=O)(=O)c2ccc(OC)c(OC)c2)cc1	-1	.	.	16	.	-25	11	-7	22
CCCCCOc1ccc(C(=O)NCC(=O)NCC(=O)OCC)cc1	4	56	83	-3	25*	.	10	-7	.
CC(C)Cn1c(=O)c2ccccc2c2ccccc2c1=O	-2	102	101	-13	94	-4	33*	-7	7
Cc1cc(C)c(C#N)c(SCS(=O)c2ccc(C(C)(C)C)cc2)n1 (configuration not stated)	4	81	103	-9	82	-5	3	-3	5
Cc1noc(C)c1COc1ccc(C(=O)NCc2ccccn2)cc1	0	95	96	11	100	12	7	-2	-12
CCN(CC)CCN1C(=O)C(=O)/C(=C(/O)c2ccc(C)cc2)C1c1ccncc1 (configuration not stated)	-6	93	101	-6	90	-6	1	-3	4
CCc1ccc(-c2csc(NC(=O)C3CCCO3)c2C(=O)OC(C)C)cc1 (configuration not stated)	-10	.	.	-3	.	4	2	-5	-1
CC1CC(C)CN(c2ncc3c(n2)CC(c2ccccc2)CC3=O)C1 (configuration not stated)	0	88	85	-9	84	-9	50*	-5	8
Cc1ccc(C(=O)NC(=S)N2CCN(C)CC2)cc1	-4	.	.	5	.	-16	15	-6	20
COC(=O)c1ccc2ncccc2c1	-6	101	107	2	98	1	-2	-2	-2
CCOc1ccccc1C(=O)NCc1ccc2c(c1)OCO2	13	93	114	-2	51	6	9	-4	-3
O=C(O)CC(C(=O)OCCOc1ccccc1)N1CCOCC1 (configuration not stated)	4	90	99	-15	96	-13	4	-5	14
O=C(Cn1[nH]c(=O)c2ccccc2c1=O)OCC(=O)N(Cc1ccccc1)Cc1ccccc1	4	100	90	1	94	-3	4	-7	6
O=c1[nH]c(CS(=O)(=O)c2ccccc2)nc2ccccc12	-11	.	.	13	.	3	.	-2	-3
CCOC(=O)c1ccc(Nc2nnc(C(C)(C)C)c(=O)[nH]2)cc1	-4	55	69	26	2.6*	11	-1	-2	-11
Cc1cnc(NC(=O)CSc2nnc(C)s2)s1	-3	96	96	-1	81	0	6	-5	0
CC(C)=CCCC(C)NC(=O)NC1CCCCC1 (configuration not stated)	-3	98	107	-3	95	91*	.	-7	-90
N#Cc1c(Cl)nc(SCc2ccccc2)nc1-c1ccccc1	-3	.	.	15	.	-8	6	-4	6
Cc1onc(-c2ccccc2)c1C(=O)Nc1sc2c(c1C#N)CCC2	.	68	76	.	16*	.	44*	.	.
CN=C(Nc1ccccc1OC)SC1CC(=O)N(c2ccc(C(=O)OC)cc2)C1=O (configuration not stated)	1	.	.	-21	.	15	3	-3	-15
O=[N+]([O-])c1ccc(Cl)c(/C=N/N2CCN(Cc3ccccc3Cl)CC2)c1	10	.	.	-4	.	12	17	-6	-9
CCOC(=O)CC(=O)CSc1nc2nc(C)cc(C)n2n1	5	89	100	4	106	.	30*	-2	.
O=C(Nc1cc(C(F)(F)F)ccc1N1CCOCC1)C1Cc2ccccc2CN1C(=O)c1ccco1 (configuration not stated)	-2	91	92	-15	77	-7	15	-5	5
Cc1ccc(NC(=O)CSCc2c(C)noc2C)cc1C	3	107	100	0	104	23	-1	-9	-22
CC1CCCCC1NC(=O)COC(=O)c1ccc(S(=O)(=O)NCc2ccco2)cc1 (configuration not stated)	-3	.	.	7	.	79	27	-2	-78
Cc1cccc(NC(=S)N/N=C/c2cccc([N+](=O)[O-])c2)c1	-4	.	.	-23	.	0	-3	-3	0
O=C(Nc1nnc(SCc2ccc(Cl)cc2Cl)s1)C1COc2ccccc2O1 (configuration not stated)	-5	.	.	15	.	-8	5	-5	6
Cc1noc(C)c1COC(=O)COc1cccc2c1OC(C)(C)C2	-1	104	.	-5	95	-12	-6	-3	11
O=C1c2ccccc2C(=O)N1CCC(=O)N1CCCc2ccccc21	-3	104	102	14	92	-10	-1	-6	11
COc1cccc(CN2CCN(c3cccc(C(F)(F)F)c3)CC2)c1OC	-13	.	.	0	.	-8	.	-4	8
Cc1cc(C)c2c(=O)n(CC(=O)N3CCC(Cc4ccccc4)CC3)sc2n1	.	90	65	.	4.8*	.	45*	.	.
CC(=O)NC(=S)Nc1ccc(-c2nc3ccc(C)cc3s2)cc1	4	.	.	10	.	-7	8	-1	7

More results.
molecule	PTPN22 act	HUVEC prolif 384	Fibroblast inh	S1P2 antag	H69AR growth 86K	sEH inhibitor	PostGolgi ctrl	S1P2 ag	sEH activator
O=C(O)CCn1c(=S)oc2ccccc21	6	99	96	-9	95	-7	.	-6	13
O=C(NC(NCc1ccccc1)C(Cl)(Cl)Cl)c1cccnc1 (configuration not stated)	4	.	.	24	.	-14	6	-4	13
CCOC(=O)c1c(C)[nH]c(C(=O)OCC(=O)Nc2ccc(OC)c(Cl)c2)c1C	-6	.	.	5	.	4	3	-5	-6
CC(c1nc2ccccc2o1)N1C(=O)c2ccccc2C1=O (configuration not stated)	-10	96	101	5	100	-7	.	-6	7
CCOC(=O)c1cccc(NS(=O)(=O)c2c(C)[nH]c(=O)[nH]c2=O)c1	-3	99	105	7	109	0	2	-4	1

Screens deposited in PubChem by several laboratories.
